# UTI89 phage lysis: inhibition of K1F phage lysis, E. coli UTI89, bacterial capsule biogenesis inhibitors, alamar blue (AID 488966); E. coli UTI89 K1F phage lysis, alamar blue, 2 h; higher % means a stronger effect; inhibition, % at 100 µM; hits with a dose series show IC50 in µM; 340,000 compounds, 0.02% hits;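 active means phage lysis inhibition, versus mean bacterial control, above a set limit; inconclusive means no clear call, values can overlap the other calls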;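 further: capsule biogenesis inhibitors block K1F phage lysis so surviving cells raise fluorescence; higher fluorescence means more inhibition of phage lysis; actives were called in the ten point dose series up to 300 µM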
# MgcRacGAP inhibition: MgcRacGAP GTPase-activating activity inhibitors, confirmation, biochemical, ADP Hunter fluorescence; inhibition, % at 30 µM; hits with a dose series show IC50 in µM; 340,000 compounds, 0.6% hits; MgcRacGAP-stimulated Rac1 GTP hydrolysis, ADP Hunter fluorescence; higher % means a stronger effect; GST-tagged Rac1 F28L mutant substrate;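 active means first-screen hits whose inhibition reached a set limit at any dose in the follow-up dose series; inconclusive means inhibition above the set first-screen limit but never retested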;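 further: fluorescence reports GDP produced by GAP-driven GTP hydrolysis; strong numbers were not always called active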
# HIV peptide binding: inhibitors of HIV fusion peptide binding, primary screen, biochemical, uHTS, fluorescence dequenching (AID 1986); cell-free peptide binding, fluorescence dequenching, 30 min; higher % means a stronger effect; 290,000 compounds, 0.3% hits; inhibition, % at 20 µM; hits with a dose series show IC50 in µM; in the data active means inhibition mostly above about 52%, no sharp cut-off; inactive means mostly below about 76%; further: some results filed as inactive read as strong as hits
# GPR55 antagonists: GPR55 antagonists blocking LPI-driven arrestin recruitment, primary screen, imaging, U2OS, beta-arrestin-GFP, LPI agonist (AID 2013) | U2OS GPR55 beta-arrestin-GFP translocation imaging, LPI antagonism; higher % means a stronger effect | inhibition, % at 10 µM, or IC50 in µM where a hit was titrated | 290,000 compounds, 0.13% hits;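 active means spots per cell inhibited over 60%, with over 100 cells counted and total cytoplasm intensity under 500,000; inconclusive means wells with under 100 cells, flagged as likely toxic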;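 further: U2OS cells stably carrying GPR55 and arrestin-GFP stimulated by 5 µM LPI near EC80; imaged beta-arrestin-GFP aggregate spots per cell after agonist stimulation; plate controls were LPI-stimulated DMSO wells for no effect and DMSO wells without LPI for full effect; some results filed as inactive read as strong as hits; confirmed hits need IC50 under 10 µM and bright autofluorescent wells are also inconclusive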
# GPR35 antagonists: inhibition of zaprinast-stimulated GPR35 beta-arrestin translocation – imaging, U2OS, beta-arrestin-GFP, zaprinast agonist, primary screen (AID 2058). U2OS GPR35 beta-arrestin-GFP translocation imaging, zaprinast antagonism; higher % means a stronger effect. inhibition, % at 10 µM; hits with a dose series show IC50 in µM. 290,000 compounds, 0.052% hits;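 active means inhibition of at least 50% with at least 30 cells and total cytoplasm GFP at most 10,000,000; inconclusive means under 30 cells or total GFP of 10,000,000 plus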
# SV40 large T antigen: TAg ATPase/helicase activity blockers – biochemical (AID 1903); SV40 large T antigen ATPase/helicase inhibition assay; higher % means a stronger effect; inhibition, % at 20 µM; hits with a dose series show IC50 in µM; 310,000 compounds, 0.39% hits; in the data active means a potency from the dose series; inconclusive means inhibition mostly from about 32% at the one dose, without a potency; inactive means the rest, 99 in 100 with inhibition below about 32%; further: strong numbers were not always called active
# Dengue-2 NS5 capping: flavivirus cap methylation enzyme inhibition – biochemical, confirmation dose response, primary screen (AID 588689). Dengue-2 NS5 methyltransferase capping enzyme assay, biochemical; higher % means a stronger effect. inhibition, % at 25 µM; hits with a dose series show IC50 in µM. 340,000 compounds, 0.3% hits; in the data active means a potency from the dose series; inconclusive means inhibition above about 29% without an active follow-up result
# PhoP inhibition: PhoP-dependent GFP reporter repression – Salmonella Typhimurium, primary screen (AID 1863). S. Typhimurium PhoP-regulated promoter GFP reporter, 4 h; higher % means a stronger effect. inhibition, % at 50 µM; hits with a dose series show IC50 in µM. 300,000 compounds, 0.16% hits;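 active means inhibition over 29.93%, a cutoff 3 SD above the screen mean, later confirmed by dose response; inconclusive means inhibition over 29.93% but no dose response follow-up; inactive means inhibition at most 29.93% or unconfirmed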;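 further: 0% = low Mg2+ inducing control and 100% = high Mg2+ repressing control; strong numbers were not always called active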
# RSV antiviral HEp-2: inhibition of RSV-induced cytopathic effect – HEp-2 cells, primary 10 µM value included (AID 2391) | HEp-2 cells, RSV-induced CPE inhibition; higher % means a stronger effect | one-dose CPE inhibition, % at 10 µM; IC50 in µM for titrated hits | 310,000 compounds, 0.13% hits; in the data active means a potency from the dose series; inconclusive means CPE inhibition mostly from about 23% at the one dose, without a potency; inactive means the rest, 99 in 100 with CPE inhibition below about 21%; further: strong numbers were not always called active
# Dengue-2 NS5 capping pilot replicate: also measured in Dengue-2 NS5 capping; calls as there; inhibition, %; measured here: pilot screen replicate inhibition
# * marks the source's active call; other numbers are inactive results; u = inconclusive; x = not tested or not shown; [ ] = dose if it differs, or a comment.
SMILES,UTI89 phage lysis,MgcRacGAP inhibition,HIV peptide binding,GPR55 antagonists,GPR35 antagonists,SV40 large T antigen,Dengue-2 NS5 capping,PhoP inhibition,RSV antiviral HEp-2,others
N#Cc1ccc(-c2ccc(OCC(O)Cn3nnc4ccccc43)cc2)cc1 (configuration not stated),5.3%,7.3%,1.9%,-0.7%,-9.0%,16.5%,-7.2%,3.9%,3.1%,
O=C(Nc1nnc(S(=O)(=O)N2CCOCC2)s1)c1ccccc1Cl,4.2%,-3.8%,0.0%,-3.0%,-9.2%,6.3%,-0.7%,x,0.1%,
COc1ccccc1NC(=O)CSc1ncn(-c2ccccc2)n1,9.0%,9.2%,-0.2%,-10.8%,-3.1%,-3.5%,7.7%,9.8%,2.8%,
CCN(CC)S(=O)(=O)c1ccc(C(=O)Nc2ncn(Cc3ccccc3)n2)cc1,-0.1%,11.6%,1.0%,30.1%,10.6%,10.1%,-2.0%,9.4%,1.0%,
O=[N+]([O-])c1ccc(-c2ccc(/C=N/c3c(-c4ccco4)nc4ccccn34)o2)cc1,-0.2%,24.0%,1.3%,20.5%,1.1%,26.5%,4.9%,9.1%,-0.1%,
O=C(Cc1ccc(Cl)cc1Cl)NCc1cccnc1,0.5%,9.5%,-1.1%,5.6%,25.3%,0.0%,0.0%,4.4%,1.2%,
O=C1C=C(c2ccc(-c3ccccc3)cc2)C[C@@H](c2ccc3c(c2)OCO3)C1,-0.6%,10.3%,x,x,x,x,-0.8%,x,0.8%,
Cc1cc(NC(=O)Nc2ccc(Cl)cc2)n(C(C)(C)C)n1,0.0%,5.8%,-0.2%,10.1%,-4.7%,27.2%,-11.1%,-5.2%,0.6%,
COCCNC(=O)Cn1cc(C(=S)N2CCOCC2)c2ccccc21,0.2%,2.2%,-0.6%,-0.1%,11.1%,3.9%,-5.3%,1.9%,3.2%,
COc1ccc(S(=O)(=O)c2ccccc2)cc1NS(=O)(=O)c1cccc(C(=O)O)c1,0.8%[50 µM],3.5%,x,x,x,x,3.6%,x,0.1%,
Cc1c(C)c2c(OCC(=O)NCc3ccccn3)cc3c(c2oc1=O)CCC(C)(C)O3,13.2%,0.1%,-1.4%,0.5%,-1.8%,x,-5.8%,x,-0.6%,
Cc1ccc(C2/C(=C(\O)c3ccc4c(c3)OCCO4)C(=O)C(=O)N2CCCN(C)C)o1 (configuration not stated),x,x,3.2%,7.2%,13.1%,9.7%,x,3.4%,x,
COCn1c(-c2ccc(OC)c(OC)c2)nc2ccccc21,0.0%,5.8%,1.3%,-6.2%,-0.6%,3.6%,-6.3%,-7.9%,-0.1%,Dengue-2 NS5 capping pilot replicate=-2.4
O=C1c2ccccc2NC(c2ccc(F)cc2)N1Cc1ccco1 (configuration not stated),3.0%,0.2%,-2.1%,7.1%,4.5%,4.9%,0.7%,0.9%,0.1%,
CC(C)n1cnc2cc(NC(=O)c3ccco3)ccc21,0.1%,6.2%,-1.1%,-1.0%,-11.9%,-13.3%,-1.7%,3.3%,0.9%,
CCN(Cc1nc2cc(Cl)ccc2c(=O)[nH]1)C(=O)c1nn(C)c(=O)c2ccccc12,0.5%[50 µM],-2.3%,x,x,x,x,-1.5%,x,0.3%,
O=S(=O)(c1ccccc1)N(Cc1cccc(F)c1)c1ccccc1,-0.4%,2.7%,3.1%,14.7%,-6.7%,5.6%,11.6%,3.7%,5.0%,
CC(C)(C)c1cc(NCc2ccccn2)n2ncc(-c3ccccc3)c2n1,0.3%,3.9%,-0.2%,-0.4%,14.6%,-1.1%,-3.9%,1.8%,14.8%,
O=C(Nc1nn[nH]n1)c1ccc(S(=O)(=O)N2CCCCC2)cc1,-1.9%,2.1%,1.2%,9.2%,11.9%,1.4%,-12.4%,1.8%,0.6%,
COc1cc(-c2nc(C(=O)NC3CCN(Cc4ccccc4)CC3)cc3c2[nH]c2ccccc23)cc(OC)c1OC,8.5%,16.1%,-1.2%,-17.0%,0.8%,16.3%,-4.3%,9.8%,x,
C/C(=N\NC(=O)c1cccc(N/N=C(\C)c2ccco2)c1)c1ccco1,0.0%,-4.3%,21.0%,17.8%,8.0%,5.2%,-11.6%,-0.3%,x,
O=C(NCc1ccncc1)C(=O)NCC(c1ccccc1)c1ccccc1,x,x,-0.8%,-23.2%,0.7%,2.3%,x,-3.7%,0.3%,
CCCCCC#CCN1CCN(C23CC4CC(CC(C4)C2)C3)CC1,0.4%,7.4%,x,x,x,x,-0.7%,x,-1.1%,
CCN(CC)CCNC(=O)Cn1cnc2sc(C)c(S(=O)(=O)N3CC(C)CC(C)C3)c2c1=O (configuration not stated),1.4%,1.1%,1.9%,-4.2%,7.2%,-1.0%,-3.6%,3.2%,1.4%,
Cc1ccc(NC(=O)CCS(=O)(=O)c2cccc3nonc23)c(Cl)c1,-0.1%,0.5%,-2.0%,6.3%,0.0%,0.8%,1.6%,5.7%,0.7%,
O=C1C2CC=C(Cl)CC2C(=O)N1c1ncn[nH]1 (configuration not stated),1.9%,11.6%,0.3%,2.6%,-10.6%,4.6%,-7.9%,-5.4%,-0.1%,
Cc1ccc(S(=O)(=O)Nc2c(C)nc3nc(C)[nH]n3c2=O)c(C)c1,0.3%,2.0%,0.9%,2.0%,7.4%,6.9%,-3.3%,4.0%,1.0%,
O=C(Cc1c(Cl)cccc1Cl)OCC(=O)N1CCc2ccccc2C1,1.2%,3.1%,0.3%,-10.4%,5.6%,8.5%,1.4%,4.4%,3.8%,
CC(=O)Nc1ccc(Nc2nc(-c3sc(C)nc3C)cs2)cc1,2.0%,17.7%,-1.9%,0.7%,15.3%,2.8%,x,-3.4%,11.5%,
Cc1onc(-c2ccccc2)c1C(=O)N/N=C/c1cc(Br)c(O)c(Br)c1,1.2%,15.1%,8.9%,2.6%,-6.4%,x,-2.2%,x,x,
COc1ccccc1Nc1nc(N)nc(CSC(=S)N2CCCCC2)n1,0.6%,9.4%,-1.7%,3.6%,-7.5%,22.0%,-11.1%,-3.0%,2.0%,
CCOC(=O)C(=CNc1cc(Cl)c(-c2ccco2)c(Cl)c1)C(=O)OCC,1.0%,7.0%,0.3%,-2.5%,-9.6%,5.0%,-6.2%,-12.5%,u,
CC(C)(C)[C@H]1C=C(C(=O)NC2CC2)O[C@@H](OCc2ccc(CO)cc2)C1,-0.1%,-3.2%,-0.1%,-6.7%,-8.1%,3.0%,4.2%,-0.9%,0.1%,
COc1ccc(NC(=O)NNC(=O)c2ccc3ccccc3c2O)cc1OC,0.1%,28.8%,3.0%,-19.0%,-0.7%,22.9%,-2.6%,-4.0%,-0.6%,
COc1ccc(NC(=O)Cn2nnc(C(=O)NCc3ccc4c(c3)OCO4)c2N)c(OC)c1,0.1%,7.5%,1.3%,8.8%,-0.4%,12.6%,7.9%,-6.9%,1.7%,
Cc1cccc(N2NC(=O)/C(=C/c3ccc(-c4ccc(Cl)c(C(=O)O)c4)o3)C2=O)c1,-1.2%,25.8%,39.5%,-12.6%,-9.8%,22.3µM*,22.5µM*,-3.7%,x,
COc1ccc(NC(=O)N2CCc3ccccc3C2)c(OC)c1,0.0%,8.9%,-0.1%,2.3%,-0.7%,21.1%,2.6%,-1.4%,0.5%,
CC1=NN(C(=O)CSCc2ccccc2)C(O)(c2ccccc2)C1 (configuration not stated),0.8%,5.5%,-2.3%,-6.5%,-9.9%,-1.3%,-3.2%,7.8%,-0.5%,
CC(=O)c1c(C)nc2ccccn12,1.3%,3.2%,-1.1%,5.4%,6.6%,2.1%,0.0%,-6.3%,-0.9%,
O=C(CNC(=O)c1ccc(Br)o1)NNC(=O)c1n[nH]c(=O)c2ccccc12,0.6%[50 µM],5.7%,x,x,x,x,-0.8%,x,-0.5%,
Cc1cc(C)n(-c2cc(N3CCN(S(=O)(=O)c4ccc5ccccc5c4)CC3)ccc2[N+](=O)[O-])n1,1.6%,1.6%,-3.6%,u,-0.6%,6.9%,2.1%,1.2%,5.9%,
CCCc1cc(C(=O)Nc2c(C)n(C)n(-c3ccccc3)c2=O)no1,0.5%,2.1%,1.1%,-0.5%,10.2%,5.3%,0.0%,4.7%,1.3%,
CCN(CC(=O)NCc1ccc(Cl)cc1)C(=O)CSc1cc(C)ccc1C,-0.2%,5.2%,x,x,x,7.0%,-7.4%,-3.0%,3.0%,
COc1ccc(Cl)cc1NC(=O)CCN1CCN(Cc2ccccc2)CC1,0.2%,3.9%,-1.0%,-11.4%,-2.3%,12.0%,-6.9%,-0.7%,0.1%,
Cc1ccc(Cc2cc(-c3ccc(C)cc3)n[nH]c2=O)cc1,x,x,1.7%,-4.0%,60.4%,10.0%,x,6.2%,-0.1%,
COc1cccc(-n2c(=O)c3sccc3n(CC(=O)NC3CCCC3)c2=O)c1,0.0%,8.9%,-1.0%,-10.5%,-8.7%,20.4%,-7.5%,7.8%,1.9%,
COc1cc(/C=N/NS(=O)(=O)c2ccc(C)c([N+](=O)[O-])c2)cc([N+](=O)[O-])c1O,0.5%,22.1%,3.4%,-6.3%,-6.2%,24.7%,21.6%,-4.0%,3.3%,
C=CCNc1nc(C)c(C(C)=O)cc1C#N,0.4%,5.1%,-1.5%,-4.5%,7.7%,11.9%,-4.8%,-8.4%,1.1%,
CCC(C)Nc1nc(OCC(F)(F)F)nc(OCC(F)(F)F)n1 (configuration not stated),0.1%,1.2%,-0.1%,15.9%,-4.5%,-0.5%,1.4%,3.9%,1.7%,
CC12CCC(=O)N1C(C(=O)Nc1ccc(Cl)c(Cl)c1)CS2 (configuration not stated),0.5%[50 µM],8.0%,x,x,x,17.8%,-4.4%,-2.7%,8.0%,
Cc1cc(S(=O)(=O)N2CCN(c3ccc(F)cc3)CC2)ccc1-n1cnnn1,0.4%,4.7%,-1.1%,7.8%,3.9%,3.9%,0.0%,16.1%,18.6%,
O=C(c1cccc(C(F)(F)F)c1)c1c[nH]c(C(=O)NCC2CCCO2)c1 (configuration not stated),0.1%,-0.3%,1.1%,3.8%,-12.1%,11.0%,-5.1%,2.8%,2.0%,

# Bioassay records (PubChem BioAssay)
